Screening data (PubChem BioAssay)
Efflux pump inh – antifungal efflux pump inhibition, Nile Red retention; S. cerevisiae Candida pump triplex; inhibition, % at 10 µM; 0.44% of 330,000 active;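 active = plate passing quality check with inhibition over a set limit, or well fluorescence over plate mean plus 4 SD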;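 note: Nile Red retained in pooled yeast measured as flow cytometry median fluorescence; 0% = buffer negative control and 100% = Enniatin B positive control; higher means more Nile Red kept so more efflux inhibition; some compounds called inactive have numbers as strong as hits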
core dimer inh – HCV core protein dimerization inhibition; TR-FRET GST/Flag-core106 dimerization, 1536-well; inhibition, % at 5 µM; 0.33% of 300,000 active; AID 1899;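 active = inhibition above the mean of all tested compounds plus 3 SD, set per screening campaign, cut at about 45% in these data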
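System: GST/Flag-tagged HCV core106 proteins. Incubation: compound-protein-antibody incubation 4 h at 22.5 °C. Technique: HTRF with 340 nm excitation, 617/671 nm emission. Medium: KF-containing HEPES buffer, pH 7.45, DTT, CHAPS, BSA. Read-out: inhibition (%) from 671 over 617 nm ratio. Also added: Eu(K)-anti-GST 90 ng/mL plus XL665-anti-Flag 1 µg/mL.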
PP1 inh – counter-screen for PP5 inhibitors: inhibitors of human PP1-alpha; P62136; 0.9% of 320,000 active; purified PP1alpha, OMFP fluorescence; inhibition, % at 6.7 µM;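 active = inhibition above the mean inhibition of all tested compounds plus 3 SD, computed separately for each screening campaign, cut at about 15% in these data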
Target sequence (P62136 whole entry, looked up): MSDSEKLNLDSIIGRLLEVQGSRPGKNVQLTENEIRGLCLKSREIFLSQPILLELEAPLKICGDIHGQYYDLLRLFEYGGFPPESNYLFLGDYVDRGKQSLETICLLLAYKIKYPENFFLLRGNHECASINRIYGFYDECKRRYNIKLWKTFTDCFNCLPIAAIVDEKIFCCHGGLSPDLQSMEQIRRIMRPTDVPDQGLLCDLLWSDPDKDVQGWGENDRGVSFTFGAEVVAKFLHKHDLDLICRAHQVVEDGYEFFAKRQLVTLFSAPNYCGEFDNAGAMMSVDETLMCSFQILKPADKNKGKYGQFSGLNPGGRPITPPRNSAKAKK
GASC-1 inh – human JMJD2C demethylase inhibition | inhibition, % at 2.35 µM | Q9H3R0 | AID 2099 | 0.069% of 330,000 active | GST-JMJD2C(1-420) H3K9me3 demethylation, DELFIA europium;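 active = more than half of a compound's replicate wells show inhibition beyond 50%, single wells judged on their own value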;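 note: signal counts dimethyl H3K9 product captured on neutravidin plate; 0% = median of DMSO wells and 100% = 0.3 times that DMSO median; strong numbers were not always called active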
LYPLA2 inh – LYPLA2 (human) inhibition in PME1 counter-screen. O95372. recombinant LYPLA2, FP-Rh probe fluorescence polarization. inhibition, % at 5.9 µM. 0.38% of 320,000 active. AID 2177;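 active = inhibition above the screen-wide mean plus 3 SD, limit set per campaign, cut at about 26% in these data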;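 note: 0% = LYPLA2 with DMSO and 100% = wells lacking LYPLA2 enzyme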
PP5 inh – PP5 (human) phosphatase inhibition; P53041; inhibition, % at 6.7 µM; 0.18% of 320,000 active; purified PP5c, OMFP substrate fluorescence;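 active = inhibition above the campaign's mean inhibition across all tested compounds plus 3 SD, cut at about 9.5% in these data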;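 note: 0% = DMSO only and 100% = 100 µM cantharidin control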
Target sequence (P53041 whole entry, looked up): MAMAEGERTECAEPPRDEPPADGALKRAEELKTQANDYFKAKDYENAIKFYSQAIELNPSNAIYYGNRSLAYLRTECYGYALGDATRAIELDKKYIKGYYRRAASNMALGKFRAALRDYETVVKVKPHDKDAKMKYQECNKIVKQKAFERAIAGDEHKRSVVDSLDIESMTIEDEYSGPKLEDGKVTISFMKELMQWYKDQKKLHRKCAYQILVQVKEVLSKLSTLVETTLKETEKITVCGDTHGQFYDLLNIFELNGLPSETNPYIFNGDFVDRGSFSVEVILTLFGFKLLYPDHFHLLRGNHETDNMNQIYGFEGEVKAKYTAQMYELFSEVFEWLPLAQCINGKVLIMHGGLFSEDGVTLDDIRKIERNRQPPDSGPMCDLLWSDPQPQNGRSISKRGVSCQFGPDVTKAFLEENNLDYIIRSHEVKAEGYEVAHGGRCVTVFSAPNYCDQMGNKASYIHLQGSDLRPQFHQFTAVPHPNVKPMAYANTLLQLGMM
PREPL inhibitor – inhibitors of human prolyl oligopeptidase-like enzyme PREPL. inhibition, % at 5.96 µM. recombinant PREPL, fluorescence polarization activity-based probe. 0.68% of 320,000 active; in the data active = inhibition above about 43%;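 note: 0% = enzyme with DMSO and 100% = wells lacking enzyme; many of its hits are not listed in these tables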
Fh CTSL1 inh – blocks F. hepatica cathepsin L1 in PFM18AAP counter-screen; recombinant F. hepatica cathepsin L1, Z-Leu-Arg-MCA fluorescence; 0.49% of 300,000 active; inhibition, % at 5.96 µM;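 active = inhibition above the mean of all tested compounds plus 3 SD, set per screening campaign, cut at about 17% in these data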;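 note: 0% = plate median of test compound wells and 100% = 1 µM Z-Phe-Ala-diazomethylketone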
TPT1 inh – blocks Candida albicans tRNA 2'-phosphotransferase | recombinant caTPT1, FP RNA substrate dephosphorylation | inhibition, % at 5 µM | 0.81% of 300,000 active | AID 1962;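 active = inhibition above the mean of all tested compounds plus 3 SD, set per screening campaign, cut at about 24% in these data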;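 note: plate controls were DMSO alone for no effect and ferristatin control at 100 nM for full effect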
An asterisk follows results filed as active; . = no result given.

cpd	structure	Efflux pump inh	core dimer inh	PP1 inh	GASC-1 inh	LYPLA2 inh	PP5 inh	PREPL inhibitor	Fh CTSL1 inh	TPT1 inh
1	CC(C)CCNC(=O)c1cn(CC(C)C)c(=O)c2c1c1ccccc1n2C	-0.4	-3	1	1	3	1.6	8	3	-3
2	O=C1NCCN1CCNS(=O)(=O)c1ccccc1[N+](=O)[O-]	-0.1	-5	3	33	-5	2.9	2	-2	-2
3	O=C(NC(Cc1c[nH]c2ccccc12)C(=O)NCc1ccc(F)cc1)OCc1ccccc1 (configuration not stated)	0.0	11	3	-5	-8	5.9	4	-1	2
4	O=C(c1ccccc1CCc1ccccc1)N1CCN(c2ccccn2)CC1	-0.1	10	-2	22	10	2.3	-58	-3	0
5	O=C(c1cccs1)N1CCCC(c2nc3c(nnn3Cc3ccccc3)c(=O)[nH]2)C1 (configuration not stated)	-0.2	-1	5	-6	5	0.2	-4	1	-2
6	CCCCNc1c(-c2cccc(-c3cc(C(C)=O)cs3)c2)nc2cc(C)ccn12	-0.1	-6	8	-3	-2	5.3	29	0	-4
7	COC(=O)c1ccc(C(=O)N2CCCC(N3CCN(c4ccccc4)CC3)C2)nc1 (configuration not stated)	0.1	-2	-1	0	0	0.4	8	9	0
8	Cc1cc(C)cc(N(CC(=O)NCc2ccccc2Cl)S(=O)(=O)c2c(C)[nH]c(=O)[nH]c2=O)c1	0.0	-8	-2	-1	-4	-4.4	7	4	-8
9	CS(=O)(=O)N(CCc1ccccc1)CC(=O)NCc1ccccn1	0.2	-2	-5	15	-2	-1.9	12	-1	1
10	CN1CCC(Oc2ccc(Sc3ccccc3)cc2)CC1	0.1	-6	2	-9	8	3.3	5	-2	-4
11	S=C(NCc1ccccc1)N1CCN(C2CCCCC2)CC1	0.0	-1	1	-2	-4	1.3	2	0	-4
12	COC(=O)/C=C1/SC(=NC(=O)c2ccc(OC)cc2)NC1=O	0.2	11	-3	2	-6	-0.9	9	1	-2
13	COc1ccc(OC)c(-c2csc(NC(=O)C3CSC4(C)CCC(=O)N34)n2)c1 (configuration not stated)	0.2	8	-9	5	-1	2.8	7	4	3
14	CCOc1ccc(C(=O)NCC(=O)OCC(=O)NC2CCCC2)cc1	0.0	-3	-5	4	1	0.6	-8	-20	-2
15	CCc1ccccc1NC(=O)CN(C)C(=O)Cn1cnc2ccc(Cl)cc2c1=O	0.1	.	-4	-4	8	2.3	2	.	.
16	Cc1nn(C)cc1CNC(=O)c1ccccc1Br	0.0	2	-5	-9	3	-1.6	4	1	1
17	CCC(=O)Nc1nnc(S(=O)(=O)N(CC)c2ccc(OC)cc2)s1	0.1	-2	-3	2	-2	4.2	-10	-12	2
18	COc1ccc(NC(=O)CCCN2C(=O)CCC2=O)cc1Cl	0.0	-3	-1	-9	6	0.6	-13	-2	0
19	O=Cc1ccc(OCc2cn3ccccc3n2)cc1	0.0	6	-1	19	8	-2.4	11	0	-4
20	Cc1ccccc1NN1C(=O)C=CC1=O	-0.1	-3	-6	1	5	0.0	-2	-1	-3
21	Cc1cc(C(=O)NCCc2ccc(Cl)cc2)no1	0.0	3	2	39	-7	-0.6	3	-2	5
22	CC(=O)N1CCCc2cc(S(=O)(=O)N(C)Cc3ccccc3)ccc21	0.0	1	3	0	8	2.7	0	2	1
23	CC(C)Oc1ccc(S(=O)(=O)N2CCOCC2)cc1NC(=O)C1=COCCO1	0.1	4	-3	3	-4	-1.2	-2	-2	1
24	COC(=O)c1c(NS(=O)(=O)c2ccc(C)cc2)sc2c1CCC(C)C2 (configuration not stated)	0.1	7	-4	0	-4	2.0	-4	3	0
25	Cc1cc(C)nc(Sc2ncnc(N)c2[N+](=O)[O-])n1	0.0	-1	0	-4	7	-2.0	-4	1	-5
26	O=C1Cc2ccccc2C(c2c(Cl)cccc2Cl)N1 (configuration not stated)	0.0	4	-4	-4	-2	-2.6	-11	-3	1
27	CCN(CC)c1ccc(/C=N/N2CCN(Cc3cccc4ccccc34)CC2)c(O)c1	-0.7	2	-1	-10	-2	-0.8	1	-4	1
28	COc1ccc(/C=C(/NC(=O)c2ccccc2)C(=O)NCCCn2ccnc2)cc1OC	-0.3	-3	-4	-2	4	-0.7	0	3	-1
29	Cc1ccccc1CNc1ccc(C(CC(N)=O)NC(=O)c2ccccc2)cc1[N+](=O)[O-] (configuration not stated)	0.1	1	0	-16	-1	-1.8	-14	0	14
30	COc1ccc(-n2c(SCC(=O)NC3CCCCC3)nc3ccsc3c2=O)cc1	0.0	-5	0	10	6	-0.6	-1	2	-3
31	COc1ccc(/C=C/CN2CCCC(CCC(=O)NCc3ccc(F)c(F)c3)C2)cc1 (configuration not stated)	0.2	0	-2	0	2	0.5	0	3	-2
32	CCCCn1c2ccccc2c2cc(CC(N)=O)ccc21	0.0	0	1	-3	-2	2.9	0	1	3
33	CN(Cc1ccccc1)C(=O)COC(=O)COc1ccc(C#N)cc1	-0.1	-28	-5	5	0	-5.2	6	1	0
34	CCc1ccc(OCC(=O)N(CC)CC)cc1	-0.1	-5	-1	10	-3	-3.3	1	0	4
35	C/C=C1\COC(C(=O)NCCN2CCCC2)(C(F)(F)F)C=C1C=C1CCCCC1 (configuration not stated)	0.1	-14	-4	-1	2	4.1	-13	-1	0
36	CCc1nnc(NC(=O)c2cccnc2)s1	-0.2	-6	-2	-16	1	-3.7	13	3	-4
37	Cn1c(CNC2CCCCC2)c(C#N)c2ccccc21	0.0	4	3	5	6	-0.6	2	-3	-1
38	O=C(O)CCC(=O)N1CCC(n2nnc3cc(C(F)(F)F)ccc32)CC1	0.1	-2	-4	3	1	3.0	-9	-4	0
39	CC(=O)NN1C(=O)c2ccc(Oc3ccc([N+](=O)[O-])cc3)cc2C1=O	0.0	4	1	-8	4	0.2	-5	0	3
40	COc1ccccc1C(=O)Nc1cccc2nc(C)ccc12	0.1	2	-1	-3	6	2.3	-2	-2	1
41	CCCn1c(SCC(=O)c2cc(C)c(C)cc2C)n[nH]c1=O	0.0	2	1	-3	-4	0.1	28	0	-7
42	CC(C)CNC(=O)COC(=O)c1cccc(S(=O)(=O)NCC(F)(F)F)c1	0.0	-2	3	-3	-1	-0.9	-12	-1	-1
43	O=C(N=C1SCC(=O)N1c1ccccc1)c1ccco1	0.0	0	-2	0	-6	1.1	1	1	2
44	CC(NC(=O)C(=O)N1CCOCC1)C(c1cccs1)N1CCN(c2ccccc2F)CC1 (configuration not stated)	0.1	-2	-3	4	11	1.4	16	1	-1
45	Cc1cccc(OCC(O)Cn2c(=N)n(CCN3CCOCC3)c3ccccc32)c1 (configuration not stated)	0.0	-7	26*	3	-1	2.6	30	-2	2
46	CCn1c(SCC(=O)Nc2cc(C)ccc2C)nnc1-c1cnccn1	-0.1	-1	20*	4	2	-2.5	-1	2	-1
47	CCOC(=O)c1c(C)[nH]c(C(=O)CSc2nnc(-c3cccs3)n2Cc2ccccc2)c1C	0.1	9	6	12	-5	0.1	1	-2	0
48	COC(=O)c1ccc(N=Cc2c(C(F)(F)F)[nH][nH]c2=O)cc1	0.1	0	-4	-17	4	-1.4	3	0	-1
49	COC(=O)c1nnn(-c2nonc2N)c1CSc1nnc(N)s1	-0.1	-1	0	5	4	0.6	-8	-5	1
50	COc1cccc(CNC(=O)CCC(=O)N2Cc3cccc(OC)c3Oc3ncccc32)c1OC	-0.1	2	-3	-2	-4	-0.2	-2	-1	1

Additional entries follow.
cpd	structure	Efflux pump inh	core dimer inh	PP1 inh	GASC-1 inh	LYPLA2 inh	PP5 inh	PREPL inhibitor	Fh CTSL1 inh	TPT1 inh
51	CN(CCOc1ccc(Cl)cc1)c1ccc(S(=O)(=O)N2CCCCC2)cn1	0.1	8	6	1	12	4.5	6	2	1
52	COc1ccc(-n2c(CCC(=O)O)ccc2-c2ccc(F)cc2)c(OC)c1	-0.4	11	1	-2	2	-1.3	-1	1	3
53	COc1ccc(C(=O)N/C(=C\c2cc(OC)c(OC)cc2[N+](=O)[O-])C(=O)NCCO)cc1	0.1	-5	-6	6	0	-1.0	-8	-1	0
54	CCOC(=O)c1c(C)nc(SCC(N)=O)c(C#N)c1-c1ccccc1	-0.1	-15	-1	3	-2	0.4	10	0	0
55	CCOc1ccccc1NC(=O)C1CCCN1S(=O)(=O)c1ccccc1C(F)(F)F (configuration not stated)	0.0	.	-3	.	4	1.7	2	.	.
56	COc1ccc(OCCOCCOc2ccc(C)cc2[N+](=O)[O-])cc1	0.0	-3	4	-7	3	3.9	0	-1	-2
57	COc1cc(CNc2ccc(NC(C)=O)cc2)ccc1OCc1ccccc1C	0.0	-7	-5	-3	8	1.4	36	3	-2
58	CN1CCCN(S(=O)(=O)c2ccc3ccccc3c2)CC1	0.1	-1	-6	-1	7	-3.1	-8	0	-2
59	Cc1cccc(-n2cnc3c(c2=O)c2nc4ccccc4nc2n3Cc2ccco2)c1	0.1	60*	7	4	-6	2.0	26	3	3
60	COc1cc(SC)ccc1C(=O)N1CCN(c2ccccc2OC)CC1	0.2	6	-2	-19	2	0.6	18	-1	2
61	COc1cccc(C2c3[nH]c4ccccc4c3CCN2CCCn2cccn2)c1 (configuration not stated)	-0.3	1	1	43	1	3.2	10	-1	-5

3 entries already listed, sorted by formula weight, ascending.
cpd	structure	Efflux pump inh	core dimer inh	PP1 inh	GASC-1 inh	LYPLA2 inh	PP5 inh	PREPL inhibitor	Fh CTSL1 inh	TPT1 inh
58	CN1CCCN(S(=O)(=O)c2ccc3ccccc3c2)CC1	0.1	-1	-6	-1	7	-3.1	-8	0	-2
54	CCOC(=O)c1c(C)nc(SCC(N)=O)c(C#N)c1-c1ccccc1	-0.1	-15	-1	3	-2	0.4	10	0	0
53	COc1ccc(C(=O)N/C(=C\c2cc(OC)c(OC)cc2[N+](=O)[O-])C(=O)NCCO)cc1	0.1	-5	-6	6	0	-1.0	-8	-1	0

Not all compounds are listed; the hit share may differ from the screen's.
